PfG6PD inh: PfG6PD enzyme inhibitors, primary screen, biochemical, fluorescence intensity, uHTS; glucose-6-phosphate dehydrogenase-6-phosphogluconolactonase (Plasmodium falciparum 3D7); PfGluPho enzyme, NADPH resazurin-diaphorase fluorescence; inhibition, % at 20 µM; 350,000 compounds, 0.78% hits;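 active means inhibition reaching at least a set limit at 20 µM in the primary screen, cut at about 59% in these data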;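 further: 0% = DMSO wells with substrate and 100% = DMSO wells lacking glucose-6-phosphate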
SENP8 block-1: SENP8 protease inhibitors, primary screen, biochemical, luminescence; inhibition, % at 10 µM; AID 2540, 2010; purified SENP8, Z-RLRGG-aminoluciferin cleavage; Sentrin-specific protease 8 (Homo sapiens), Q96LD8; 330,000 compounds, 1.2% hits; in the data active means inhibition above about 50%
SENP8 block-2: human SENP8 protease inhibitors, primary screen, biochemical, fluorescence, Nedd8 protein substrate, uHTS; Sentrin-specific protease 8 (Homo sapiens), Q96LD8; recombinant SENP8; inhibition, % at 20 µM; 360,000 compounds, 0.64% hits; AID 602440, 2012; in the data active means inhibition mostly above about 40%, no sharp cut-off; inactive means mostly below about 27%
Apaf-1 inh: inhibitors of human Apaf-1 apoptosome, primary screen, biochemical, DEVD-Rh110 fluorescence, uHTS | inhibition, % at 20 µM | 330,000 compounds, 0.71% hits | Apoptotic protease-activating factor 1 (Homo sapiens), O14727 | reconstituted apoptosome caspase-3 activity; active means inhibition of at least 40% at 20 µM;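 further: plate controls were DMSO wells for no effect and DEVD-CHO caspase inhibitor wells for full effect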
Target sequence (O14727 whole entry, looked up): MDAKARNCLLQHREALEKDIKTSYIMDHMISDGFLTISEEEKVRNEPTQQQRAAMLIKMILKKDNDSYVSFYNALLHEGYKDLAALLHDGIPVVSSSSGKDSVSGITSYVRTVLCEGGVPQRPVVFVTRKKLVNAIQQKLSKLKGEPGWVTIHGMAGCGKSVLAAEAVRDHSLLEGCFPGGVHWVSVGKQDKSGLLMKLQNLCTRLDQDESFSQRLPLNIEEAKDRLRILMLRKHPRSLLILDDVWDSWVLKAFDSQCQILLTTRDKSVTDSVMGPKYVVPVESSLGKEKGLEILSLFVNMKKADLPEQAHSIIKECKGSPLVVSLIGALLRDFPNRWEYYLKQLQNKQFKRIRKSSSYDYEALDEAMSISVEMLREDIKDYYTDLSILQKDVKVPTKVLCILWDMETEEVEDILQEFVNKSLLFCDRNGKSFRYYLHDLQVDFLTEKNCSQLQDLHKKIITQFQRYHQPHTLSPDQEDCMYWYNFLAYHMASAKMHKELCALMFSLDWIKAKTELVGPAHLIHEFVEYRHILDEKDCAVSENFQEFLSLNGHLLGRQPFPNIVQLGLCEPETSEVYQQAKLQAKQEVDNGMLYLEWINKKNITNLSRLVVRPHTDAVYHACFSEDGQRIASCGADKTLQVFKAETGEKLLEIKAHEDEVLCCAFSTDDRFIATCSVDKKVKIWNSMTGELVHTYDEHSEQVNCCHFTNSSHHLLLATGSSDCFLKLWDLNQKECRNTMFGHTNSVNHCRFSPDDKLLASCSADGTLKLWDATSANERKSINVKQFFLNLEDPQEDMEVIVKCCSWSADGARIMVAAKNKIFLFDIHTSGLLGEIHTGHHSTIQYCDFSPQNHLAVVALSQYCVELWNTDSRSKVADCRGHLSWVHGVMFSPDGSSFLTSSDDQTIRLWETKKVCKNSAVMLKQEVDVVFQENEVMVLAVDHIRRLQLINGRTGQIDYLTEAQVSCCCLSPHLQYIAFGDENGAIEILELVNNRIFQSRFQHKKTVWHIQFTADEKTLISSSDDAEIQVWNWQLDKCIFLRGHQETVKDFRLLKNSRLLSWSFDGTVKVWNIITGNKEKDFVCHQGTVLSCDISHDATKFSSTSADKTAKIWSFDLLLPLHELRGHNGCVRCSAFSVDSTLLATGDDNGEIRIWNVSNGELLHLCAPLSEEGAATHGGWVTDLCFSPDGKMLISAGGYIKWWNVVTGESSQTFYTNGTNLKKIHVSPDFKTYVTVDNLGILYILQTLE
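Material: reconstituted apoptosome with Apaf-1, cytochrome c, caspase-9, procaspase-3, dATP; medium: pH 7.5 Hepes buffer with CHAPS, BSA, DTT; also added: cytochrome c and DEVD-Rh110 substrate; timing: 30 min plus 50 min, RT; signal: Rh110 fluorescence intensity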
SENP6 block: SENP6 protease inhibitors, primary screen, biochemical, luminescence, uHTS | Sentrin-specific protease 6 (Homo sapiens), Q9GZR1 | Recombinant SENP6 catalytic domain, aminoluciferin luminescence | inhibition, % at 10 µM | 330,000 compounds, 1.8% hits;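 active means inhibition above about 50% at the single tested dose, limit read from the data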;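 further: plate controls were DMSO wells with enzyme for no effect and DMSO wells lacking enzyme for full effect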
HKDC1 inhibitor: HKDC1 hexokinase inhibitors, primary screen, biochemical, fluorescence, uHTS; inhibition, % at 20 µM; recombinant HKDC1, G6PDH/diaphorase resazurin coupled fluorescence; AID 493160, 2011; Q2TB90; 340,000 compounds, 0.16% hits;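 active means inhibition above about 35% when tested at 20 µM, limit read from the data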;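 further: plate controls were DMSO wells with enzyme for no effect and DMSO wells lacking enzyme for full effect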
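Assay system: recombinant HKDC1 hexokinase; detection: coupled resazurin fluorescence, excitation 525 nm, emission 613 nm; benchmarks: DMSO-plus-enzyme-mix negative control, buffer-substituted positive control; compound dosing: single 20 µM dose; schedule: 90 min at room temperature in dark; also added: glucose plus 1 mM ATP as hexokinase substrates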
SENP7 inh: SENP7 protease inhibitors, primary screen, biochemical, luminescence, uHTS. Sentrin-specific protease 7 (Homo sapiens), Q9BQF6. recombinant SENP7, Z-RLRGG-aminoluciferin luminescence, 40 min. inhibition, % at 5 µM. 330,000 compounds, 1.5% hits. AID 434973, 2010;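 active means inhibition above about 50% at the single test dose, limit read from the data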;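 further: plate controls were DMSO with enzyme for no effect and no enzyme buffer wells for full effect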
SENP1 inh: human SENP1 catalytic domain inhibitors, primary screen, biochemical, FRET, uHTS; Sentrin-specific protease 1 (Homo sapiens), Q9P0U3; recombinant SENP1 catalytic domain, CyPet-SUMO1-YPet FRET cleavage; inhibition, % at 10 µM; 360,000 compounds, 0.21% hits;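 active means inhibition at least 30% at 10 µM, raw YFP signal under a set limit, fluorescence ratio 0.5 to 1.5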;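 further: 0% = enzyme with DMSO and 100% = no enzyme wells; some results filed as inactive read as strong as hits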
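Assay system – human recombinant His6-tagged SENP1 catalytic domain enzyme · Input – SENP1 enzyme, 20 pM final · Buffer or medium – Tris pH 8 buffer plus EDTA, NaCl, BME, BSA, NP40, catalase · Schedule – 50 min reaction at room temperature · Technique – FRET read of cyan and yellow fluorescence · Control set – no-enzyme wells low, DMSO-plus-enzyme wells high control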
Active calls of the source: *; · = no result given.

SMILES	PfG6PD inh	SENP8 block-1	SENP8 block-2	Apaf-1 inh	SENP6 block	HKDC1 inhibitor	SENP7 inh	SENP1 inh
C[n+]1cn(Cc2ccc(C#N)cc2)c2ccccc21	-8	4	5	4	3	-5	5	1
Nc1nnc(Cc2ccccc2)s1	14	-8	0	10	-9	-2	-3	1
COc1nccnc1NS(=O)(=O)c1ccc(N)cc1	-1	-5	14	-2	-1	-4	-7	0
CCOc1ccc(NC(=S)N(C)C)cc1	7	0	4	-26	11	-7	-2	4
Cc1ccc(S(=O)(=O)n2nc(OC(=O)c3cccs3)cc2N)cc1	5	4	4	0	2	15	0	10
CC(C)(C)c1ccc(OCC(O)CNC(=O)c2ccccc2C(=O)O)cc1 (stereo not drawn)	-14	1	17	28	-10	1	1	2
CCc1c(C)c(C#N)c2nc3ccccc3n2c1NCc1ccco1	34	-5	-417	17	-3	-5	-5	-17
CCOc1cc(C=O)c(Br)cc1OC1CCCC1	1	-6	4	18	-18	-4	2	2
O=C(NC1CCCCC1)C1CCN(S(=O)(=O)c2cccs2)CC1	1	2	15	0	-12	-4	4	0
Cc1cccc(C)c1NC(=O)c1sccc1SCc1cccc(C(F)(F)F)c1	14	-5	1	23	-19	13	-3	2
NCC12CC3CC(C1)CC(c1ccc(Cl)cc1)(C3)C2	-12	-3	14	32	-26	-7	5	2
C=CCn1c(SCC(=O)c2ccc(O)c(O)c2)nnc1-c1cccc(Cl)c1	-26	-13	-10	-2	-2	-9	-2	1
COc1cccc(-c2nc(CS(=O)(=O)CC(=O)NCCCN3CC(C)CC(C)C3)c(C)o2)c1 (stereo not drawn)	2	0	18	4	-4	-5	1	-1
COc1cccc(C(=O)N2CCN(C3CCC(c4ccccc4)CC3)CC2)c1 (stereo not drawn)	19	·	8	·	·	-2	·	0
Cc1ccc(C(=O)C2CCN(S(=O)(=O)c3ccc(C(=O)O)cc3)CC2)cc1	-18	4	14	3	22	-6	9	1

A different layout for 5 compounds above.
Results follow in this order: PfG6PD inh, SENP8 block-1, SENP8 block-2, Apaf-1 inh, SENP6 block, HKDC1 inhibitor, SENP7 inh, SENP1 inh
> O=C(NC1CCCCC1)C1CCN(S(=O)(=O)c2cccs2)CC1
  1, 2, 15, 0, -12, -4, 4, 0
> Cc1cccc(C)c1NC(=O)c1sccc1SCc1cccc(C(F)(F)F)c1
  14, -5, 1, 23, -19, 13, -3, 2
> NCC12CC3CC(C1)CC(c1ccc(Cl)cc1)(C3)C2
  -12, -3, 14, 32, -26, -7, 5, 2
> C=CCn1c(SCC(=O)c2ccc(O)c(O)c2)nnc1-c1cccc(Cl)c1
  -26, -13, -10, -2, -2, -9, -2, 1
> COc1cccc(-c2nc(CS(=O)(=O)CC(=O)NCCCN3CC(C)CC(C)C3)c(C)o2)c1 (stereo not drawn)
  2, 0, 18, 4, -4, -5, 1, -1

(list continues)
SMILES	PfG6PD inh	SENP8 block-1	SENP8 block-2	Apaf-1 inh	SENP6 block	HKDC1 inhibitor	SENP7 inh	SENP1 inh
Cc1ccc(S(=O)(=O)NCCc2ccc(S(N)(=O)=O)cc2)cc1	5	4	10	-2	3	-10	3	-1
COc1ccc(-c2cc3ccc(O)cc3oc2=O)cc1OC	-12	95*	-382	4	99*	0	100*	-22
CC(=O)Nc1cccc2c1C(=O)N(c1ccc(C)cc1)C2=O	-20	-2	-12	7	-4	0	-3	-41
COC(=O)c1cc(OC)c(OC)cc1NC(=O)c1c(-c2ccccc2Cl)noc1C	2	6	-17	3	3	-3	8	1
CCOC(=O)C(=NC(C)C)NNc1cc(Cl)ccc1Cl	19	-6	0	2	5	1	7	-19
O=C(/C=C/c1cccc([N+](=O)[O-])c1)OCC(=O)c1ccccc1	4	-24	2	10	-48	-10	-8	2
Cc1c(Cl)cccc1N=c1c([N+](=O)[O-])nn(-c2ccccc2)n1O	-7	1	12	-21	2	-6	1	2
O=C(CCCSc1ccccc1)Nc1ccc(Cl)c(S(=O)(=O)N2CCOCC2)c1	16	-2	-2	9	3	3	-2	3
CC1(C)CC(=O)C(C=NCCCN2CCCC2=O)=C(O)C1	-15	4	22	1	4	0	5	1
Cc1noc2ncnc(N3CCN(c4ccc(F)cc4)CC3)c12	19	5	12	-12	-15	-14	-1	1
CC1CCCN(C(=O)C2CCN(Cc3ccc4c(c3)OCO4)CC2)C1 (stereo not drawn)	-26	1	-1	4	-12	6	4	0
Cc1ccc([N+](=O)[O-])cc1S(=O)(=O)N1CCCCC1C(=O)O (stereo not drawn)	12	-2	10	-2	-23	-5	2	3
O=C(CN(C1CCCCC1)C1CCCCC1)N1CCc2ccccc2C1	-5	0	21	17	-4	0	2	-1
Cc1ccc(C#N)c(SCc2ccccc2F)n1	-6	0	17	-8	-40	1	-1	2
C/C(O)=C(\C#N)P(=O)(c1ccccc1)c1ccccc1	-11	2	8	3	-29	-7	10	2
COc1ccc2c(c1OC)C(=O)N(c1ccc(C)cc1)C2	9	-8	-24	0	-38	-4	4	3
Clc1ccc(-c2nnc(Sc3nc4ccccc4o3)c3ccccc23)cc1	3	-1	7	-6	-4	16	2	0
O=C(CCS(=O)(=O)c1ccccc1)Nc1ccc(-c2nc3ccccc3s2)c(O)c1	-4	-10	-406	6	-16	-6	-8	-62
O=c1c2ccccc2nnn1CCO	-8	7	12	-5	19	-10	-5	1
O=C(CCn1cnnn1)Nc1ccc(Cl)cc1Cl	-13	-1	-1	-8	-11	9	-1	2
O=C1c2ccccc2C(Nc2ccccc2)N1c1cccnc1 (stereo not drawn)	-16	1	12	1	-10	0	-21	3
COc1ccccc1C(=O)NC(CCSC)C(=O)NCc1ccccn1 (stereo not drawn)	-1	0	8	-8	-12	-7	0	3
O=C(NC(=S)Nc1ccccc1[N+](=O)[O-])c1cncc(Br)c1	8	2	28	-4	28	6	3	0
Cc1ccc(CC2SC(N=C(N)N)=NC2=O)cc1 (stereo not drawn)	0	0	12	0	2	-3	1	2
CCc1cccc(OCCN2CCCC2)c1	-10	5	28	-6	-2	-7	3	2
N#Cc1nc(-c2cccc3ccccc23)oc1NCCN1CCOCC1	-2	-9	-288	7	-2	2	-12	-11
CC(C)CC1CCCCC1OC(=O)CN1CCCCC1 (stereo not drawn)	-11	0	10	-1	-5	-9	-1	0
CC(O)(C#CCN1CCOCC1)c1ccccc1 (stereo not drawn)	-16	-9	9	8	-5	-1	-8	1
NC(=O)c1ccccc1OCC(=O)NC12CC3CC(CC(C3)C1)C2	-8	1	12	2	-10	0	-8	1
O=C1NC(=Nc2ccccc2)S/C1=C\C=C\c1ccco1	28	-5	-19	18	-54	17	-8	-31
COc1ccc(N=C2NC(=O)C(CO)(CO)S2)cc1	-14	3	20	-3	3	2	0	2
CC(C)[C@H](NC(=O)OCc1ccccc1)C(=O)OCC(=O)NCCc1ccccc1	8	3	3	16	-13	7	-1	0
CCN(C[C@H]1N[C@@](Cc2ccccc2)(C(=O)OC)[C@H]2C(=O)N(Cc3ccccc3)C(=O)[C@@H]12)S(=O)(=O)c1ccccc1	10	2	4	13	26	-2	7	3
CC(C)C(=O)N1CC(=O)Nc2ccc(F)cc2C1c1ccc(F)cc1 (stereo not drawn)	-2	1	11	-2	8	-5	7	0
CCN1C(=O)c2ccccc2S(=O)c2ccc(C(=O)N3CCCCCC3)cc21 (stereo not drawn)	-4	3	15	-3	-8	-1	-1	2
COc1cccc(/C=N/N2CCOCC2)c1O	11	6	8	-6	28	-9	29	2

No new results follow: entries from further up.
SMILES	PfG6PD inh	SENP8 block-1	SENP8 block-2	Apaf-1 inh	SENP6 block	HKDC1 inhibitor	SENP7 inh	SENP1 inh
COc1ccc(N=C2NC(=O)C(CO)(CO)S2)cc1	-14	3	20	-3	3	2	0	2
CC(C)[C@H](NC(=O)OCc1ccccc1)C(=O)OCC(=O)NCCc1ccccc1	8	3	3	16	-13	7	-1	0
CCN(C[C@H]1N[C@@](Cc2ccccc2)(C(=O)OC)[C@H]2C(=O)N(Cc3ccccc3)C(=O)[C@@H]12)S(=O)(=O)c1ccccc1	10	2	4	13	26	-2	7	3

Complete entries as entered above:
Results for CC(C)C(=O)N1CC(=O)Nc2ccc(F)cc2C1c1ccc(F)cc1 (stereo not drawn) → PfG6PD inh: -2; SENP8 block-1: 1; SENP8 block-2: 11; Apaf-1 inh: -2; SENP6 block: 8; HKDC1 inhibitor: -5; SENP7 inh: 7; SENP1 inh: 0
Results for CCN1C(=O)c2ccccc2S(=O)c2ccc(C(=O)N3CCCCCC3)cc21 (stereo not drawn) → PfG6PD inh: -4; SENP8 block-1: 3; SENP8 block-2: 15; Apaf-1 inh: -3; SENP6 block: -8; HKDC1 inhibitor: -1; SENP7 inh: -1; SENP1 inh: 2
